# Myeloid diff MLP: promotes myeloid progenitor differentiation | AID 624256 | calls only at 10 µM | 360,000 compounds, 1% hits | ER-HoxA9 myeloid progenitors, lysozyme-GFP differentiation, flow cytometry;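 active means normalized GFP-positive differentiation at or above the plate's own cutoff, the solvent-only control mean plus 3 SD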;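 further: cells exposed to compound for four days before flow analysis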
# KOR beta-arrestin-1: KOR antagonists, beta-arrestin recruitment, cell-based, luminescence, uHTS (AID 1778) | 290,000 compounds, 0.091% hits | KOR beta-arrestin recruitment, luminescence, antagonist mode; higher % means a stronger effect | one-dose inhibition, % at 10 µM; IC50 in µM for titrated hits; further: strong numbers were not always called active
# PhoP inhibition: PhoP-dependent GFP reporter repression – Salmonella Typhimurium, primary screen (AID 1863). 300,000 compounds, 0.16% hits. inhibition, % at 50 µM; hits with a dose series show IC50 in µM. S. Typhimurium PhoP-regulated promoter GFP reporter, 4 h; higher % means a stronger effect;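 active means inhibition over 29.93%, a cutoff 3 SD above the screen mean, later confirmed by dose response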;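 further: 0% = low Mg2+ inducing control and 100% = high Mg2+ repressing control; strong numbers were not always called active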
# NOD2 inhibition: inhibition of NOD2-driven NF-kB reporter – cell-based, luminescence, uHTS, HEK293 (AID 1566); HEK293 NOD2/NF-kB luciferase reporter, luminescence; higher % means a stronger effect; inhibition, % at 4 µM; hits with a dose series show EC50 in µM; 290,000 compounds, 0.63% hits; further: many of its hits are not listed in these tables
# KOR beta-arrestin-2: KOR agonists, beta-arrestin recruitment, primary screen, cell-based, luminescence, uHTS (AID 1777). 280,000 compounds, 0.02% hits. KOR beta-arrestin recruitment, luminescence; higher % means a stronger effect. activation, % at 10 µM, or EC50 in µM where a hit was titrated; in the data active means activation above about 50%, passing the limit was not always enough; further: a part of the inactive calls stands beside numbers as strong as those of hits
# LYP phosphatase: inhibitors of LYP phosphatase, biochemical, fluorescence intensity, uHTS (AID 1779). 290,000 compounds, 0.054% hits. inhibition, % at 11.5 µM; hits with a dose series show IC50 in µM. recombinant LYP phosphatase, fluorescence intensity; higher % means a stronger effect;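 further: plate controls were vehicle with enzyme for no effect and no enzyme for full effect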
# HIV peptide binding: cell-free HIV fusion peptide-binding blockers – biochemical, uHTS, fluorescence dequenching, primary screen (AID 1986) | cell-free peptide binding, fluorescence dequenching, 30 min; higher % means a stronger effect | inhibition, % at 20 µM, or IC50 in µM where a hit was titrated | 290,000 compounds, 0.3% hits; in the data active means inhibition mostly above about 52%, no sharp cut-off; inactive means mostly below about 76%; further: some results filed as inactive read as strong as hits
# SIAH1 antagonists: Siah-1 peptide-binding antagonists, primary screen, biochemical, fluorescence polarization, rhodamine-plectin, uHTS (AID 1817); one-dose displacement, % at 20 µM; IC50 in µM for titrated hits; Siah-1 / rhodamine-plectin peptide fluorescence polarization; higher % means a stronger effect; 290,000 compounds, 0.02% hits;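 active means displacement of at least 50% at 20 µM, with a fluorescence ratio check between 0.3 and a set limit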;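 further: plate controls were Siah plus tracer with DMSO for no effect and tracer alone without Siah for full effect; strong numbers were not always called active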
# NOD1 NF-kB reporter: inhibition of NOD1-driven NF-kB reporter – cell-based, luminescence, uHTS, primary screen (AID 1578); inhibition, % at 4 µM, or EC50 in µM where a hit was titrated; NOD1-driven NF-kB luciferase reporter cells, luminescence; higher % means a stronger effect; 290,000 compounds, 1% hits; in the data active means inhibition mostly above about 36%, no sharp cut-off; inactive means mostly below about 34%;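 further: HEK-293T reporter cells stimulated with the NOD1 agonist gamma-tri-DAP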
# Myeloid diff MLP GFP+ MAC1+ %: also measured in Myeloid diff MLP; calls as there; GFP+ MAC1+ double positive, %; measured here: differentiation confirmed by MAC1 staining
# Active calls of the source: *; i = inactive; / = no result given; [ ] = another dose, or the depositor's remark. Unless noted, no stated cut-off is given here; in the data, active means inhibition above about 50%; inactive means the rest.
SMILES | KOR beta-arrestin-1 | PhoP inhibition | NOD2 inhibition | Myeloid diff MLP | NOD1 NF-kB reporter | KOR beta-arrestin-2 | HIV peptide binding | SIAH1 antagonists | LYP phosphatase | Myeloid diff MLP GFP+ MAC1+ %
C/C(CC(=O)NC1CCCCC1)=N\NC(=O)Cc1ccc(-c2ccccc2)cc1 | 20% | -8% | -8% | i | -32% | -6.7% | 1.4% | 18% | -4% | 0.0
O=C(NCCCN1CCOCC1)c1sc2cc(F)ccc2c1Cl | -18% | 5% | -4% | i | -33% | -3.9% | 2.2% | 15% | -5% | 0.6
O=C(CCCc1ccccc1)N=C1SC2CS(=O)(=O)CC2N1c1ccccc1 (stereo not given) | -28% | -7% | -6% | i | -22% | -1.9% | 1.9% | 1% | -1% | 1.2
O=C(NCc1nc2ccccc2[nH]1)C1=C[C@H](C2CC2)C[C@H](OCCCCO)O1 | -16% | -11% | 14% | i | -20% | 2.2% | 1.0% | 1% | -4% | 1.6
COc1cc(-c2cc(C(=O)O)c3c(OC)c(OC)c(OC)cc3n2)ccc1O | 2% | 1% | 21% | i | 18% | 0.4% | 2.1% | -2% | -9% | 0.8
Cc1ccc(CSc2nc3c(c(N(C)C)n2)CCCC3)cc1 | -41% | 4% | 14% | i | 1% | 4.2% | -0.3% | 0% | 8% | 0.9
O=C(COC(=O)CNC(=O)c1ccc(Cl)cc1)Nc1ncc(C(F)(F)F)cc1Cl | -12% | -10% | 14% | i | -9% | 1.7% | 3.8% | -8% | -2% | 0.4
O=C(O)CCCC(=O)Nc1cccc(C(=O)Nc2ccccc2C(=O)O)c1 | -10% | -4% | 4% | i | -35% | 4.7% | -0.4% | 2% | -2% | 0.4
CCN(CC)C(=O)c1sc(N)c(C#N)c1C | 12% | 1% | 14% | i | 1% | 4.2% | 0.7% | 1% | 2% | 1.2
O=C(NCCCNc1ccc(C(F)(F)F)cc1[N+](=O)[O-])c1ccc(Cl)cc1 | -6% | -7% | 9% | i | 4% | 0.5% | 1.0% | 4% | 0% | 7.9
CN1CCN(c2nc3c(c(=O)n(C)c(=O)n3C)n2Cc2ccc(Cl)cc2)CC1 | -55%[20 µM] | -1% | 15% | i | -18% | -0.6% | -0.2% | -2% | -9% | 0.7
CCc1nc(Cl)c(C#N)c2c1CSC(C)(C)C2 | -35% | 2% | 19% | i | -3% | -0.9% | 2.9% | -5% | -1% | 0.3
O=C(CN1CCN(CC(=O)Nc2ccccc2C(F)(F)F)CC1)Nc1ccccc1F | 27% | 2% | -17% | i | -15% | 0.0% | 1.1% | 1% | 3% | 1.1
CCOC(=O)CCSc1nc(-c2ccccc2)cc(C(F)(F)F)n1 | -8% | 2% | -9% | i | -31% | -1.7% | 1.0% | 4% | -2% | 0.6
CC(C)CCNC(=O)CC1Nc2c3ccccc3nc(=S)n2C1=O (stereo not given) | 15% | -4% | -12% | i | -7% | -15% | -0.6% | 3% | -8% | 0.7
O=C(COC(=O)c1ccccc1O)Nc1cccnc1Cl | / | -3% | 11% | i | -14% | -0.9% | 2.7% | 0% | -6% | 0.7
CC(C)(C)N(Cc1ccccc1)C(=O)CSc1nnc(CNc2ccc(F)cc2)o1 | 1% | -7% | -3% | i | 0% | 8.1% | -0.8% | 3% | -6% | 0.6
CC(=O)c1cccc(NC(=O)c2sc3nc4n(c(=O)c3c2C)CCCC4)c1 | -49% | -2% | 6% | i | -4% | -0.7% | 0.3% | 12% | -8% | 2.1
O=C(COc1ccccc1[N+](=O)[O-])N/N=C/c1ccccn1 | 31% | 3% | -8% | i | -14% | -2.7% | -0.3% | 2% | -4% | 0.0
O=C(NNc1ccc(Cl)cc1)c1c(F)cccc1Cl | 15% | -2% | 8% | i | -13% | -4.3% | -1.8% | 12% | -9% | 0.5
CC(=O)N1CCN(c2ccc(NC(=O)c3ccccc3Cl)cc2)CC1 | -10%[20 µM] | -1% | -7% | i | -38% | 5.8% | -0.4% | 7% | -11% | 0.5
CSc1ccc(/C=C2\C(=N)N3N=C(CC(=O)N4CCOCC4)SC3=NC2=O)cc1 | -21% | -16% | -1% | i | -13% | 4.9% | 8.2% | -2% | -1% | 0.9
CCOC(=O)CSc1nc2sc(C(=O)O)c(C)c2c(=O)[nH]1 | -40% | 1% | -10% | i | 11% | 5.8% | 1.4% | -4% | -2% | 2.0
Cc1ccnc(N/C=C(/NC(=O)c2ccccc2)C(=O)N/N=C\c2ccc(F)cc2)n1 | -12% | -6% | -5% | i | -13% | 2.7% | 1.4% | 4% | -7% | 1.4
CCOC(=O)C1(CCCc2ccccc2)CCN(C(=O)Cn2nc(C)nc2C)CC1 | 28% | -4% | 4% | i | 0% | 0.5% | -0.4% | 13% | -8% | 0.2
Cc1oc(CC(C)C)cc1C(=O)NCCCC(=O)O | -41%[20 µM] | 15% | -19% | i | -34% | / | 2.8% | 13% | -5% | 0.5
Cc1ccc(S(=O)(=O)NCc2ccncc2)cc1C(=O)NCC(C)C | -3% | 1% | 21% | i | -24% | 3.3% | 0.5% | 5% | -9% | 1.3
CCOc1ccc(CNS(=O)(=O)c2cc(CN3C(=O)c4cccnc4C3=O)ccc2OC)cc1 | -11% | -4% | 10% | i | 8% | -1.0% | 0.5% | -3% | -13% | 2.0
COc1ccc(CN2CCNC(=O)C2CC(=O)N(C)CCCN2CCOCC2)cc1C (stereo not given) | -1% | 6% | 13% | i | -17% | -3.5% | -0.9% | 4% | -11% | 0.4
CC(C)NC(=O)COc1coc(CN2CCN(c3ccccc3)CC2)cc1=O | -14% | 7% | 8% | i | -1% | 2.4% | 0.9% | 11% | -11% | 2.6
CCOc1ccc(Nc2nc(NCCN3CCOCC3)nc(OC)n2)cc1 | -18% | 30% | 16% | i | -5% | -0.5% | 0.4% | -3% | -7% | 0.5
CCN1CCN(C(=O)CCc2nnc3ccc(N4CCC5(CC4)OCCO5)nn23)CC1 | -44% | 0% | -14% | i | -8% | 0.5% | -1.1% | -3% | -10% | 0.0
C/C(=N\NC(=S)NC1CCCCC1)c1ccc(OC(F)F)cc1OC(F)F | -20% | 6% | -3% | i | 5% | -4.7% | -2.3% | -6% | 0% | 0.4
COC(=O)c1ccccc1NC(=O)COc1ccc(S(=O)(=O)N2CCCC2)cc1C | 6% | -4% | -2% | i | -16% | 7.8% | -2.4% | 4% | 7% | 1.1
Cc1ccc(S(=O)(=O)c2nc(-c3ccccc3Br)oc2N(C)C)cc1 | -17% | 3% | 7% | i | -6% | 3.9% | -0.3% | -1% | -5% | 3.6
O=C(Cc1ccc(Cl)cc1)NNC(=O)c1cnccn1 | 4% | 0% | 4% | i | 42% | -1.2% | -2.3% | -5% | -6% | 0.4
COc1ccc(C(C(=O)NCC2CCCO2)N(C(=O)Cn2nnc3ccccc32)c2ccc(NC(C)=O)cc2)cc1 (stereo not given) | 6% | -2% | -15% | i | -65% | 2.1% | 1.6% | 0% | -3% | 0.9
COc1ccc(NC(=O)Nc2nnc(-c3ccccc3SCc3ccccc3)s2)cc1 | 8% | -4% | 14% | i | 8% | -3.4% | -2.1% | -2% | -2% | 0.9
CCOC(=O)c1[nH]c(C)c(/C(O)=C2\C(=O)C(=O)N(CCN(C)C)C2c2cccc(OC)c2OC)c1C (stereo not given) | -54% | -8% | 5% | i | 24% | -1.8% | -0.2% | -6% | -4% | 0.3
Cc1noc(C)c1CSc1ccccc1C(=O)OC(C)C(N)=O (stereo not given) | -5% | 3% | 3% | i | -32% | 4.1% | -1.7% | -1% | -10% | 4.4
COc1ccc(CN2CCN(Cc3cc(=O)oc4cc(C)ccc34)CC2)c(OC)c1OC | -18% | / | 16% | i | 0% | -4.2% | 1.2% | 4% | -1% | 0.7
Cc1cc(NC(=O)CN2CCCCC2C)no1 (stereo not given) | 16% | 4% | 15% | i | 9% | 1.3% | 1.6% | 6% | -1% | 1.4
COc1ccc(CNC(=O)C2CCCN(c3nn4c(=O)cc(C)nc4s3)C2)cc1 (stereo not given) | -14% | 9% | 0% | i | -24% | -0.8% | -1.3% | 3% | -7% | 0.4
COc1cccc(/C=N/NC(=O)C(=O)NCc2ccco2)c1O | 4% | 18% | -14% | i | -13% | -6.9% | 2.2% | 0% | -3% | 4.7
CCN(CC)C(=O)CSc1nnc([C@@H](NC(=O)OC(C)(C)C)C(C)C)o1 | 4% | -5% | 6% | i | 2% | 7.6% | 0.7% | 3% | -10% | 2.3
O=C(NCCCO)NC(=S)c1cccc2ccccc12 | -63%[20 µM] | 0% | 5% | i | -28% | -3.9% | -1.5% | 6% | -6% | 0.5
CCOC(=O)N1CCN(C(=O)C(C)c2ccc([N+](=O)[O-])cc2)CC1 (stereo not given) | 27% | -2% | 15% | i | -6% | -1.7% | -1.1% | 4% | -10% | 0.7
Fc1ccccc1CSc1ncn[nH]1 | 9% | -16% | 9% | i | -16% | -1.7% | 1.7% | 10% | -3% | 0.0
Cc1nc2ccc(NC(=O)c3ccc(S(=O)(=O)N(C)C)cc3)cc2s1 | 28% | 5% | 14% | i | -37% | -4.1% | 1.5% | 6% | 0% | 0.5
O=C(COc1cc2oc(=O)c3c(c2cc1Cl)CCC3)Nc1ccccn1 | -274% | 3% | 14% | i | -23% | 27% | 0.6% | 6% | -10% | 5.0

# Next part; it opens with the 2 that closed the last part.
SMILES | KOR beta-arrestin-1 | PhoP inhibition | NOD2 inhibition | Myeloid diff MLP | NOD1 NF-kB reporter | KOR beta-arrestin-2 | HIV peptide binding | SIAH1 antagonists | LYP phosphatase | Myeloid diff MLP GFP+ MAC1+ %
Cc1nc2ccc(NC(=O)c3ccc(S(=O)(=O)N(C)C)cc3)cc2s1 | 28% | 5% | 14% | i | -37% | -4.1% | 1.5% | 6% | 0% | 0.5
O=C(COc1cc2oc(=O)c3c(c2cc1Cl)CCC3)Nc1ccccn1 | -274% | 3% | 14% | i | -23% | 27% | 0.6% | 6% | -10% | 5.0
CCCC1=C(C(=O)OCC)C(c2c(C)nn(-c3ccccc3)c2Cl)C(C#N)=C(N)O1 (stereo not given) | -62% | 1% | -7% | i | 36% | 22% | 0.4% | -7% | 2% | 0.9
CCC(C)(C(=O)NC1CCCC1)N(C(=O)c1cnccn1)c1c(C)n(C)n(-c2ccccc2)c1=O (stereo not given) | 14% | -6% | 1% | i | -16% | -0.1% | 0.0% | -6% | 2% | 2.6
O=C1NC(c2ccccc2)=C(c2ccc3ccccc3n2)C(c2ccccc2)N1 (stereo not given) | 54% | 7% | 14% | i | -11% | -1.4% | 0.7% | 3% | 5% | 1.1
CCN(CC)S(=O)(=O)c1ccc2[nH]c(=O)cc(C(=O)Nc3cccc(C(C)=O)c3)c2c1 | -11% | 5% | 16% | i | -39% | 0.6% | -0.8% | 4% | -6% | 0.1
COc1ccc(C(=O)Nc2nnc(S(=O)(=O)N3CCOCC3)s2)cc1 | -26% | -8% | 5% | i | -20% | 5.5% | 2.8% | -3% | -10% | 0.8
Cc1ccc(NC(=S)c2ccccc2)cc1 | 8% | 0% | -60% | i | -36% | 4.9% | 0.3% | 13% | -2% | 0.2
COc1ccc(Cc2nc3ccccc3n2C)cc1 | 32% | 17% | -1% | i | -19% | 2.6% | 0.9% | 4% | -6% | 0.6
CCn1cc(CN2CCC(Oc3ccc(C(=O)N4CCCCC4)cc3)CC2)cn1 | 5% | -4% | -28% | i | -5% | -4.0% | 3.8% | 4% | -9% | 1.9

# The list is partial; count on the stated rates, not on these rows.
